Abeta yeast res: compounds reversing amyloid beta toxicity in yeast; Potency, µM (series often up to 46.1 µM), without a hit: at the top dose growth rescue, usual class: activators; yeast expressing A-beta42, growth rescue, OD600, 48 h; response scale: 0% DMSO, 100% iron-clioquinol control; 0.063% of 410,000 active; AID 1347071; note: nearly all actives have a fitted effect of over 55% in size
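Yeast growth medium received pinned compounds, then yeast cells expressing toxic A-beta were added; plates incubated at 30 C for 48 hr. Growth read as absorbance at 600 nm, normalized to DMSO and equimolar FeCl3 plus clioquinol controls.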
FUS yeast rescue: FUS proteinopathy suppression in yeast. Potency, µM (doses to about 76.6 µM), without a hit: top-dose growth rescue (activation), usual class: activators. 0.24% of 390,000 active. S. cerevisiae FUS-expressing, growth rescue, OD600, 24 h;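 note: plate controls were DMSO vehicle for no effect and reference control for full effect; nearly all actives have a fitted effect of over 55% in size; some results filed as inactive show a strong effect at the top dose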
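Toxicity suppression screen in FUS-yeast. Cells induced with 2% galactose, starting OD 0.005, treated 24hr at 30C with compounds at multiple final concentrations; growth by OD600.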
* marks the source's active call; other numbers are inactive results; ? = inconclusive; [ ] = another dose, or the depositor's remark. Calls come from the whole dose curve; as a rule, active = well fitted activation curve with a large enough effect; inconclusive = small, poorly fitted or top-dose-only effect; inactive = no such curve, though single readings can be large or run the other way. Potency is the fitted concentration of half-maximal effect. An excerpt. The share of hits here may be higher or lower than overall.

The opening 3 compounds, to show the layout:
SMILES	Abeta yeast res	FUS yeast rescue
CC1CCN(S(=O)(=O)c2ccc3c(c2)N(CC(=O)Nc2ccc(F)c(Cl)c2)C(=O)CO3)CC1	-6%	-7%
COc1ccc(-c2nc3sc(CCNS(=O)(=O)c4c(C)cc(C)cc4C)c(C)n3n2)cc1	?	17%
COc1ccc(OC)c(NC(=O)c2csnn2)c1	10%	-1%

Main list, from the first entry:
SMILES	Abeta yeast res	FUS yeast rescue
CC1CCN(S(=O)(=O)c2ccc3c(c2)N(CC(=O)Nc2ccc(F)c(Cl)c2)C(=O)CO3)CC1	-6%	-7%
COc1ccc(-c2nc3sc(CCNS(=O)(=O)c4c(C)cc(C)cc4C)c(C)n3n2)cc1	?	17%
COc1ccc(OC)c(NC(=O)c2csnn2)c1	10%	-1%
Cc1ccc(S(=O)(=O)NCCSc2nnnn2-c2ccc(Cl)c(C(=O)O)c2)cc1	-21%	0%
CCCCCNC(=O)c1ccc2c(c1)ncn2-c1cccc(C)c1	2%	38%
COc1ccc(CN(C(=O)Nc2cccc(OC)c2)C2CCN(C(C)=O)CC2)cc1	-14%	4%
COc1cccc(NS(=O)(=O)c2ccc3c(c2)CCCN3C(=O)C2CCC2)c1	-15%	30%
CC(=O)OCc1cnc(C)c2oc(=O)c(C(=O)Nc3cccc(F)c3)cc12	-17%	-14%
CC(=O)c1sc2c(c1C)c(=O)n(-c1ccc(Cl)cc1)c(=O)n2Cc1cc(=O)n2cc(Cl)ccc2n1	8%	27%
Cc1nc2nc(NCc3ccc(Br)cc3)[nH]n2c(=O)c1Cc1ccccc1	-20%	-15%
CCOc1ccc(NC(=O)CSc2ncc(S(=O)(=O)c3ccc(F)c(C)c3)c(=O)[nH]2)cc1	-6%	-4%
COC(=O)c1sc(-c2ccccc2)cc1NC(=O)Nc1ccc(F)cc1	4%	-24%
CSc1ccc(CCNC(=O)Cn2ncc3c(=O)oc4ccc(C)cc4c32)cc1	-8%	-11%
COc1cccc(-c2noc(C3CC(=O)N(c4ccc(F)cc4)C3)n2)c1OC (centres undefined)	-13%	9%
COc1ccccc1N1CCN(CCCNC(=O)c2cnn(-c3cccc(Cl)c3)c2C2CCN(C(=O)OC(C)(C)C)CC2)CC1	8%	27%
CCOc1ccc(NC(=O)N(Cc2ccc(CC)cc2)Cc2cn[nH]c2-c2ccc(OC)cc2)cc1	9%	36%
CCOc1ccc(NC(=O)c2c(NC(=O)c3ccncc3)sc3c2CCC(C(C)(C)C)C3)cc1 (centres undefined)	-10%	1%
Cc1ccc(C)c(NC(=O)c2ccc3c(O)c(S(=O)(=O)c4ccc(Cl)cc4)c(=O)[nH]c3c2)c1	1%	-4%
COc1cc(OC)c(Nc2nc3ccccc3nc2-n2nc(C)cc2C)cc1Cl	-14%	17%
CCc1ccc2c(c1)NC(c1cccs1)=NC(c1ccc(F)cc1)=N2	-7%	18%
Cc1cc(C)cc(NC(=O)C(=O)NCC(c2cccnc2)N2CCc3ccccc32)c1 (centres undefined)	28%	40%
CC(C)N(Cc1ccccc1)C(=O)Cn1ncc2c([nH]c3ccccc32)c1=O	-11%	16%
O=C1CCc2cc(S(=O)(=O)NC(C(=O)Nc3cccc(F)c3)c3ccccc3)ccc2N1 (centres undefined)	-3%	20%
CC(C)c1ccc(S(=O)(=O)NCc2nc3cccnc3n2Cc2ccc(F)cc2)cc1	-37%[inhibitor]	6%
Cc1ccc(Nc2nnc(-c3ccc(C)c(S(=O)(=O)N4CCN(C)CC4)c3)c3ccccc23)c(C)c1	-1%	13%

Exported with each value named: 2 of the compounds above
CC(=O)OCc1cnc(C)c2oc(=O)c(C(=O)Nc3cccc(F)c3)cc12
  Abeta yeast res: -17%
  FUS yeast rescue: -14%
Cc1nc2nc(NCc3ccc(Br)cc3)[nH]n2c(=O)c1Cc1ccccc1
  Abeta yeast res: -20%
  FUS yeast rescue: -15%

Additional entries follow:
SMILES	Abeta yeast res	FUS yeast rescue
COc1ccc(C2CC(=O)N(CC(=O)Nc3ccc(C)c(Cl)c3)c3ccccc3S2)cc1OC (centres undefined)	-12%	?
COc1cc2c(cc1OC)C(c1ccc(F)cc1)N(c1cccc(C#N)c1)C(=O)C2 (centres undefined)	-12%	28%
CCS(=O)(=O)N1CCc2cc(C(=O)NCc3ccc(OC)cc3)ccc21	-14%	19%
Cc1cccc(-c2nc3c(cnn3-c3ccccc3)c(=O)n2-c2cccc(Cl)c2)c1	3%	20%
Cc1cc(Cl)ccc1NC(=O)CS(=O)(=O)c1cccc2nsnc12	-7%	1%
NS(=O)(=O)c1ccc(CCNC(=O)Cn2c(-c3cccs3)cc3ccccc32)cc1	6%	-6%
CN1CCN(c2nc3c(S(=O)(=O)c4ccc(Br)cc4)nnn3c3ccsc23)CC1	-7%	1%
Cc1ccc(NC(=O)Nc2nnc(N(C)C3CCCCC3)s2)c(Cl)c1	-15%	-19%
COc1ccc(-n2c(-c3ccc(C)cc3)cc3c2CC(C)(C)CC3=O)cc1Cl	-4%	30%
COc1ccc(Nc2nc3c(S(=O)(=O)c4ccccc4)nnn3c3ccc(Cl)cc23)c(OC)c1	-16%	-23%
CCOC(=O)c1cc(S(=O)(=O)Nc2ccc(OC(F)(F)F)cc2)[nH]n1	3%	19%
Cc1ccc2nc(/C(C#N)=C/c3cccc(Br)c3)[nH]c2c1	-10%	22%
CCCN(c1c(C)n(C)n(-c2ccccc2)c1=O)S(=O)(=O)c1ccc(C)cc1	-3%	11%
CC(C)C(=O)OCc1cc(=O)n2nc(C3CC3)sc2n1	-27%	8%
Cc1ccc(C(=O)Nc2nnc(S(=O)(=O)N(C)Cc3ccc(Cl)cc3)s2)cc1	-3%	16%
Cc1ccc(S(=O)(=O)C2(C(=O)Nc3ccc(Cl)c(C(F)(F)F)c3)CC2)cc1	19%	10%
COc1ccc(-c2cc(-c3ccc(F)cc3)nc3c2COc2ccccc2-3)cc1	-6%	-4%
COc1ccc(C)cc1NC(=O)N1CCC(CN2CCC(C)CC2)CC1	-2%	-2%
COc1ccc(NC(=O)Cn2c(=O)n(-c3ccc(CC(=O)NCC4CCCO4)cc3)c(=O)c3ccccc32)c(OC)c1 (centres undefined)	-1%	-15%
COc1ccc(-c2c(C)c3ccc(O)c(CN4CCOCC4)c3oc2=O)cc1	1%	-12%
CCc1nn(CC(=O)NCc2ccc(OC)c(OC)c2)c(=O)c2cc3sc(C)cc3n12	2%	-3%
CCc1ccccc1NC(=O)CC1NCCNC1=O (centres undefined)	-7%	-3%
COc1ccc(Cl)cc1NS(=O)(=O)c1cc(-c2cc(C)no2)ccc1C	-11%	35%
COc1ccc(Cn2cc(C(=O)c3ccc(OC)cc3)c(=O)c3cc4c(cc32)OCCO4)cc1	6%	?
COc1ccc(N2CCN(C(=O)COc3ccccc3C#N)CC2)cc1	-4%	1%

Additional entries.
SMILES	Abeta yeast res	FUS yeast rescue
O=C(c1ccc(Cl)cc1)n1nc(-c2ccco2)nc1NCc1cccs1	-4%	12%
CCOc1ccc(-c2cc3nc(C4CCN(C(=O)OC(C)(C)C)CC4)c(C(=O)Nc4cc(OC)ccc4OC)cn3n2)cc1	1%	43%
Cc1ccccc1CNC(=O)CCSCc1cnn(-c2ccccc2)c1-n1cccc1	12%	?
CCCOc1ccc(CNC(=O)CN2C(=O)c3cccnc3Oc3ccc(C)cc32)cc1	-2%	?
CCOc1ccccc1CNC(=O)CCc1c(C)nn(-c2ccc(N3CCCCC3)nn2)c1C	-7%	37%
Cc1ccc2oc(C(=O)N(Cc3sccc3C)C3CCS(=O)(=O)C3)c(C)c2c1 (centres undefined)	-6%	39%
COc1ccc(/C=C\c2onc(C)c2S(=O)(=O)N2CCC(C(=O)Nc3cccc(OC)c3)CC2)cc1	16%	?
CCOC(=O)c1ccc(N2C(=O)c3n[nH]c(-c4cccs4)c3C2c2ccc(CC)cc2)cc1 (centres undefined)	-8%	?
CC1=C(C(=O)Nc2ccc(Cl)cc2)C(c2ccccc2F)n2nc(SCc3cccc(Cl)c3)nc2N1 (centres undefined)	-11%	-44%
COC(=O)c1sc2cccc(F)c2c1S(=O)(=O)NCc1ccccc1Cl	-17%	19%
CC(=O)N1CCCc2cc(S(=O)(=O)N3CCC(C(=O)NCc4cccc(C)c4)CC3)ccc21	9%	21%
CCc1ccc(O)c(C(=O)c2cnc3cc(-c4ccc(C)cc4)nn3c2)c1	-11%	-3%
Cc1oc2ncn(CC(C)C)c(=O)c2c1C(=O)NCCCN(Cc1ccccc1)C(C)C	-21%	6%
COc1cccc(-c2nc(Cn3c(=O)cc(C)c4c(C)nn(-c5ccccc5)c43)c(C)o2)c1OC	2%	-22%
Cc1cc(C)c(NC(=O)CSc2nc(=O)n(Cc3ccncc3)c3c2CCC3)c(C)c1	-11%	8%
CCc1nc2ccccc2n2c(-c3ccc(C)cc3)c3c(=O)n(C)c(=O)n(C)c3c12	21%	10%
COc1ccc(CC(=O)Nc2c(C(=O)Nc3ccc(F)cc3)oc3ccccc23)cc1OC	4%	-17%
O=C(Cn1c(=O)n(-c2ccc(F)cc2)c(=O)c2sc3ccccc3c21)N1CCCC1	-1%	-2%
Cc1ccc(NC(=O)Cn2c(=O)n(CCCCC(=O)NCc3ccccc3Cl)c(=O)c3ccccc32)cc1	-5%	-32%
O=C1CSC2(C(=O)N(Cc3cccc(F)c3)c3ccccc32)N1c1cccc(C(F)(F)F)c1 (centres undefined)	-17%	21%
CC(C)(C)c1ccc(OCc2nnc(-c3ccccc3)o2)cc1	-5%	38%
COc1cc2c(cc1OC)C(CC(=O)O)N(C(=O)Nc1cc(OC)c(OC)c(OC)c1)CC2 (centres undefined)	-14%	-2%
Cc1ccc(C)n1-c1nnc(N2CCCC(C(=O)Nc3ccc(C(C)C)cc3)C2)s1 (centres undefined)	-15%	37%
CN1CCc2c(sc3c2C(=O)NC(c2ccc(C(C)(C)C)cc2)N3)C1 (centres undefined)	-14%	16%
CCn1cc(S(=O)(=O)c2cc(C)cc(C)c2)c(=O)c2cc(F)c(N3CCCC3)cc21	-3%	16%

7 neighbouring compounds from above:
SMILES	Abeta yeast res	FUS yeast rescue
COc1cccc(-c2nc(Cn3c(=O)cc(C)c4c(C)nn(-c5ccccc5)c43)c(C)o2)c1OC	2%	-22%
Cc1cc(C)c(NC(=O)CSc2nc(=O)n(Cc3ccncc3)c3c2CCC3)c(C)c1	-11%	8%
CCc1nc2ccccc2n2c(-c3ccc(C)cc3)c3c(=O)n(C)c(=O)n(C)c3c12	21%	10%
COc1ccc(CC(=O)Nc2c(C(=O)Nc3ccc(F)cc3)oc3ccccc23)cc1OC	4%	-17%
O=C(Cn1c(=O)n(-c2ccc(F)cc2)c(=O)c2sc3ccccc3c21)N1CCCC1	-1%	-2%
Cc1ccc(NC(=O)Cn2c(=O)n(CCCCC(=O)NCc3ccccc3Cl)c(=O)c3ccccc32)cc1	-5%	-32%
O=C1CSC2(C(=O)N(Cc3cccc(F)c3)c3ccccc32)N1c1cccc(C(F)(F)F)c1 (centres undefined)	-17%	21%

Further compounds follow.
SMILES	Abeta yeast res	FUS yeast rescue
COc1ccccc1NC(=O)CC(C)n1nc(C)cc1C (centres undefined)	-17%	3%
Cc1ccc(N2CCN(C(=O)c3cn(C)c4ccc(S(=O)(=O)N5CCCC5)cc4c3=O)CC2C)cc1 (centres undefined)	-6%	28%
CCS(=O)(=O)N1CC(=O)N(c2ccc(Cl)cc2)C(C)(C(=O)NC2CCCCC2)C1 (centres undefined)	3%	10%
COc1ccccc1-c1nc2c(c(SCc3ccc(F)cc3Cl)n1)Cc1c(CO)cnc(C)c1O2	-9%	-16%
Cc1ccc(S(=O)(=O)N(CC(=O)N2CCc3ccccc3C2)c2ccc(C)c(C)c2)cc1	0%	?
CCc1ccccc1NC(=O)C1CCN(C2=NS(=O)(=O)C(c3ccc(C)c(C)c3)=C2C)CC1	-6%	-4%
CCN(c1ccccc1)S(=O)(=O)c1ccc(NC(=O)c2nc(SC)ncc2Cl)cc1	3%	?
COc1ccc(CCNC(=O)C(C)n2nc(C)c3sc4ccccc4c3c2=O)cc1OC (centres undefined)	7%	-10%
COC(=O)c1ccc(NC(=O)CSc2ccc(-c3sc(-c4ccccc4)nc3C)nn2)cc1	-7%	7%
CCCCOc1ccc(C(=O)Nc2ccc3c(c2)CCCN3S(=O)(=O)c2ccc(C)cc2)cc1	-10%	9%
O=C(Cn1c(=O)oc2cc(S(=O)(=O)N3CCCC3)ccc21)Nc1ccc(OC(F)(F)F)cc1	1%	21%
Cc1nn(-c2ccc(N3CCCCC3)nn2)c(C)c1CCC(=O)NCc1ccc(Cl)cc1	-13%	13%
Cc1cccc(C(CC(=O)NCC2(c3ccccc3)CCCC2)c2ccccc2)c1O (centres undefined)	-7%	4%
COCCCNc1nc2c(-c3cccc(Br)c3)nnn2c2ccccc12	-1%	-15%
O=C(Cn1c(=O)n(Cc2ccco2)c(=O)c2ccccc21)Nc1ccc(Cl)cc1Cl	7%	10%
Cc1ccc(S(=O)(=O)c2nc(-c3ccc(Cl)cc3)oc2N2CCCCCC2)cc1	6%	2%
CCn1c(=O)sc2cc(NS(=O)(=O)c3ccc(C)cc3)ccc21	6%	7%

Source: PubChem BioAssay
